# Screens as filed in PubChem.
# TLR4 MyD88 comp: TLR4-MyD88 interaction inhibition in cells; O00206+Q99836; HeLa CL3-4 TLR4/MyD88 BLA complementation, FRET ratio; inhibition, % at 8.4 µM; 200,000 compounds, 0.18% hits; AID 861; in the data active means inhibition above about 25%;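 further: 0% = vehicle and 100% = reference inhibitor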
# Target sequence (O00206 whole entry, looked up): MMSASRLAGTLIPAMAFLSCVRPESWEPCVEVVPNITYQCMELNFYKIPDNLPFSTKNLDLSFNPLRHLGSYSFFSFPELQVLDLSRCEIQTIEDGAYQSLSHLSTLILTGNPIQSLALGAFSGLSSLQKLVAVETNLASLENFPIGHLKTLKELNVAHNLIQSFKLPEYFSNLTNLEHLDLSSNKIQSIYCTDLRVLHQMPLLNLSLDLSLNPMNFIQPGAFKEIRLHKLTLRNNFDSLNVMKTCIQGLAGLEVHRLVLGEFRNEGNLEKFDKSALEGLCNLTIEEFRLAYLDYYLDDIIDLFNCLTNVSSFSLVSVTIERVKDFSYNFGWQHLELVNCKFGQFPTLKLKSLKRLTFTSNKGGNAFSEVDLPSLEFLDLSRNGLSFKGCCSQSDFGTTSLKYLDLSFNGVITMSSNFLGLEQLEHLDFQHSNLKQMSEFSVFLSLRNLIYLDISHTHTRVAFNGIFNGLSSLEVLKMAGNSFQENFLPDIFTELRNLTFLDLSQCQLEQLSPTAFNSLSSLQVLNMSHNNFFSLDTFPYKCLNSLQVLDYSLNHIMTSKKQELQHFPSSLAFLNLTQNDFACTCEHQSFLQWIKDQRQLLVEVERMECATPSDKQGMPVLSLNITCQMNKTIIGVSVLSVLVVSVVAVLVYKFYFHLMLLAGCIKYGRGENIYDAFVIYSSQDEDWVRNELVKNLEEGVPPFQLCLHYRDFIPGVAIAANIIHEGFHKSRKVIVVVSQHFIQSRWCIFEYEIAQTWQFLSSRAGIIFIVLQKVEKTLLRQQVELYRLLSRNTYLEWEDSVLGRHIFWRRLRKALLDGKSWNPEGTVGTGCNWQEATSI
# Target sequence (Q99836 whole entry, looked up): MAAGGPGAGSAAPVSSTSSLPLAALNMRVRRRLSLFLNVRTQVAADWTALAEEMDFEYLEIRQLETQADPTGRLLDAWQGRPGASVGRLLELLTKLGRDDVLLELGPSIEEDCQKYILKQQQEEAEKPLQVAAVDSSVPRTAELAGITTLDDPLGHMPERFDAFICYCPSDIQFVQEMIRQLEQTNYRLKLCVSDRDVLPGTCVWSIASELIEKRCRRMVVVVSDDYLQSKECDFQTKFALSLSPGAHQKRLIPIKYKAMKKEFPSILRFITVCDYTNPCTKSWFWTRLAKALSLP
# APP 5'UTR act: APP 5'UTR luciferase reporter activation; 190,000 compounds, 1% hits; activation, % at 2 µM; SH-SY5Y APP 5'UTR luciferase reporter, luminescence; zero percent = DMSO vehicle wells;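 active means activation above a set limit, based on mean plus 3 SD of controls, cut at about 140% in these data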; further: values of inactives mirror those of a sister screen read the other way
# STAT1 act: STAT1 signaling activation. NIH 3T3 STAT1-luciferase reporter, IFN-gamma, luminescence; 100% = IFN-gamma alone, no compound. activation (% of control), % at 5.5 µM. AID 932. 200,000 compounds, 2.6% hits;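 active means activation above the screen-wide mean activation plus 3 SD, cut at about 130% in these data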;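 further: raw ratio to IFN-gamma control signal so 100% means no change and 0% no light; values of inactives mirror those of a sister screen read the other way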
# Diaph inh CS: counter-screen for diaphorase-based assays: diaphorase inhibitors and chemical oxidizers; diaphorase resazurin-to-resorufin fluorescence, NADH, 16 min; bacterial (C. kluyveri) enzyme, not human; inhibition, % at 20 µM; 190,000 compounds, 0.69% hits;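 active means primary screen inhibition at 20 µM above a set limit, cut at about 50% in these data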;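 further: plate controls were DMSO with full reaction for no effect and wells lacking NADH for full effect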
#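 System: Bacterial diaphorase enzyme (C. kluyveri) | Incubation: 16-min room-temperature incubation before reading | Benchmarks: No-NADH positive control and DMSO neutral control | Measured by: Resorufin fluorescence 544/590 nm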
# FLuc stim CS: firefly luciferase counter-screen for stimulation assays. P08659. ATPlite luciferase biochemical, luminescence, 10 min; 0 = ATP-free wells, 1 = DMSO control. activation factor at 10 µM. 200,000 tested, under 10 active;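 active means luciferase activation factor, scaled between plate controls, of at least 2 with compound at 10 µM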
#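 System: cell-free luciferase reagent; medium: PBS as buffer for the ATP substrate; doses: test compounds dosed from 2 mM stocks in 100% DMSO; incubation: 10 min, room temperature; measured by: luminescence from luciferase reaction; read-out: luciferase activation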
# Diaphorase act: diaphorase activation or chemical reduction counter-screen. Diaphorase/resazurin coupled assay, resorufin fluorescence, 16 min; active compounds read high; 1 = vehicle wells, 0 = NADH-free wells. activation factor at 20 µM. 190,000 compounds, 0.005% hits. AID 1229;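 active means diaphorase activity raised at least twofold by the compound at 20 µM; inactive means activation factor below 2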
#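 Test system: Clostridium kluyveri diaphorase, purified enzyme. Buffer or medium: 50 mM HEPES pH 7.4 buffer plus MgCl2 and Tween 20. Also added: 0.114 mM NADH and 0.1 mM resazurin, final amounts. Dosing: compound 20 µM once, DMSO 1%. Schedule: 16 min enzyme reaction, ambient temperature. Detection: fluorescence of resorufin, 544 nm excitation, 590 nm emission.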
# APP 5UTR inh: APP translation inhibition. SH-SY5Y APP 5'UTR-luciferase reporter, luminescence. inhibition, % at 2 µM. 190,000 compounds, 0.82% hits. AID 1285;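 active means inhibition above a set limit, derived from the sample mean plus 3 SD, cut at about 45% in these data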; further: values of inactives mirror those of a sister screen read the other way
# FLuc inhib CS: Photinus pyralis luciferase inhibition counter-screen. P08659. ATPLite firefly luciferase biochemical luminescence, 10 min. inhibition, % at 10 µM. 200,000 compounds, 1.5% hits;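 active means inhibition above about 50% when tested at 10 µM, limit read from the data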
# G6PDH counter: inhibits Leuconostoc G6PDH, flagging false hits in G6PDH-based assays; inhibition, % at 5 µM; 200,000 compounds, 0.12% hits; AID 1020; Purified L. mesenteroides G6PDH, diaphorase/resazurin coupled fluorescence, 45 min; in the data active means inhibition above about 50%
# NF-kB expr up: compounds increasing NF-kB expression in human neuronal cells | NF-kB reporter expression; active compounds read high | fold change at 12.5 µM | 190,000 compounds, 1.6% hits; in the data active means fold change above about 3.3
# * marks the source's active call; other numbers are inactive results; x = not tested or not shown. An unsorted share of the library; any-hit rate near 5.6%.
# Fields: TLR4 MyD88 comp, APP 5'UTR act, STAT1 act, Diaph inh CS, FLuc stim CS, Diaphorase act, APP 5UTR inh, FLuc inhib CS, G6PDH counter, NF-kB expr up
- NC(=O)c1sc2cc(C(F)(F)F)cnc2c1-c1ccccc1
    -2, 0, 99, 21, 1.1, 0.8, 0, -6, 16, 1.2
- Cc1ccccc1-n1nc(C(=O)O)cc1-c1ccccc1
    5, -14, 94, 11, 1, 0.9, 14, 3, 5, 1.6
- CC(C)=CC(=O)OCC(=O)Nc1cc(C)ccc1C
    -6, 15, 105, 7, 1, 0.9, -15, -3, 5, 1.3
- CCOC(=O)N1CCN(C(=O)CCCn2c(=S)[nH]c3ccc(Br)cc3c2=O)CC1
    13, 3, 91, 24, 1, 0.8, -3, -4, 1, 1.1
- O=c1c2cc(Br)ccc2[nH]c(=S)n1Cc1cccnc1
    -9, -5, 98, 2, 1, 1, 5, -1, -5, 1.1
- Cc1ccc(N=Cc2c(O)n(-c3nccs3)c(=O)c3ccccc23)c(C)c1
    3, 12, 105, 10, 0.9, 0.9, -12, 7, -11, 1
- O=C1C2CCCN2C(=O)N1CCN1CCN(c2ccccc2)CC1 (centres undefined)
    0, -1, 101, 7, 1.1, 0.9, 1, -5, -6, 1
- CCCCn1c(SCC(=O)c2ccc(OCC)cc2)nc2cc(S(N)(=O)=O)ccc21
    -11, 0, 100, 19, 1, 0.8, 0, 1, 0, 1.1
- CCN(CC)S(=O)(=O)c1cc(C(=O)NC2=NCCS2)ccc1Cl
    9, -12, 109, 16, 1, 0.8, 12, 3, -1, 1.2
- Cc1ccc(CNc2ccc3nnc(-c4ccccc4)n3n2)cc1
    1, -2, 95, 10, 1.1, 0.9, 2, -8, 8, 0.95
- O=C(/C=C/c1ccccc1)NC(NC(=S)Nc1ccc(Cl)cc1Cl)C(Cl)(Cl)Cl (centres undefined)
    5, 18, 104, 20, 1, 0.8, -18, -4, -8, 0.82
- O=C(NCCc1ccccc1)C(=O)Nc1nccs1
    4, 14, 97, 2, 1, 1, -14, 3, -5, 1.6
- Cc1cccc(Nc2nc3ccccc3s2)c1C
    2, 158*, 174*, 18, 0.6, 0.8, -158, 41, -8, 9.2*
- CC(C)CN(C(=O)COC(=O)c1ccc2c(c1)NC(=O)CS2)C1CCS(=O)(=O)C1 (centres undefined)
    5, -1, 106, 8, 1.1, 0.9, 1, -10, 10, 0.91
- O=C(NCCc1c[nH]c2ccccc12)C1CCN(S(=O)(=O)c2ccccc2F)CC1
    4, 9, 98, -6, 0.9, 1.1, -9, 6, -6, 0.65
- O=C(CSCc1ccccc1)Nc1cccc(F)c1
    -5, 56, 101, 9, 1, 0.9, -56, -4, -1, 1.3
- CCOC(=O)C/C(N)=N/N(C)c1ncc(C(F)(F)F)cc1Cl
    -6, 5, 105, -12, 1, 1.1, -5, -1, 7, 1.2
- Cc1oc(-c2ccccc2)nc1C(=O)OCC(=O)NC(=O)NCC(C)C
    -2, -6, 100, 19, 1.1, 0.8, 6, -6, 5, 1.2
- C#CCNC(=O)C1=C[C@H](c2ccc(Br)cc2)C[C@H](OCCCCO)O1
    3, 15, 100, 6, 1, 0.9, -15, 0, 11, 0.98
- Cc1c(NC(=O)CSc2nnc(COc3ccccc3)n2-c2ccccc2)c(=O)n(-c2ccccc2)n1C
    7, 17, 105, 6, 1.1, 0.9, -17, -8, 2, 1.1
- CC1CN(Cc2ccccc2)C(C)CC1O (centres undefined)
    1, 18, 99, 8, 1.1, 0.9, -18, -5, 9, 0.93
- O=C(Nc1nc(-c2ccccn2)cs1)c1ncc(Cl)c(Cl)c1Cl
    -4, 16, 103, -2, 0.9, 1, -16, 6, 3, 0.92
- O=S(=O)(c1ccc(Cl)nc1)N1CCCc2ccccc21
    -22, 15, 95, 5, 1, 1, -15, -2, 12, 1.1
- COc1ncnc2c1oc1ccccc12
    -2, 100, 146*, 11, 1, 0.9, -100, 3, 13, 3.3*
- CC(C)c1ccccc1NC(=O)CCCC(=O)O
    -5, 2, 91, -6, 1.1, 1.1, -2, -8, 5, 1.4
- Cn1c(=O)c(=O)n(C)c2cc(S(=O)(=O)N3CCOCC3)ccc21
    -9, -16, 98, 11, 1, 0.9, 16, -1, 15, 0.95
- Nc1nc(COc2ccc(Cl)cc2)cs1
    -4, 53, 137*, 7, 0.8, 0.9, -53, 16, 1, 1.1
- O=C(c1ccco1)N1CCN(c2cc(=O)n(-c3ccc(Cl)cc3)c(=O)[nH]2)CC1
    -8, 4, 94, 8, 1.1, 0.9, -4, -13, -8, 1.2
- O=C(c1ccc(COc2ccccc2Cl)o1)N1CCCC1
    9, -9, 80, 10, 1, 0.9, 9, -2, 6, 0.82
- COc1cccc(-n2c(SCC#N)nnc2-c2cnccn2)c1
    6, 0, 115, 15, 1.1, 0.8, 0, -8, 4, 1.1
- COc1cc(-c2ccccc2)nc(N)n1
    2, 8, 108, -8, 0.9, 1.1, -8, 9, 8, 1.6
- CC(C)C(NC(=O)C(NC(=O)C1O[C@@H]2OC(C)(C)O[C@@H]2[C@H]2OC(C)(C)O[C@@H]12)C(C)C)C(=O)O (some centres undefined)
    3, 9, 99, -4, 1.1, 1, -9, -10, 5, 1.4
- COC(=O)c1cc2occc2n1Cc1ccc(Cl)cc1
    -4, 2, 109, 19, 1.1, 0.8, -2, -11, 1, 0.92
- Cc1ccc(S(=O)(=O)N2CCCCC2)cc1NC(=O)CSc1ncnc2ccccc12
    -2, -7, 96, 24, 1, 0.8, 7, -2, -8, 1.3
- O=C(NCc1ccco1)c1nc2nc(-c3cccs3)cc(C(F)(F)F)n2n1
    -1, 0, 101, 30, 1.1, 0.7, 0, -7, 2, 0.9
- N#CCCN1CCN(Cn2c3ccccc3c3ccccc32)CC1
    -7, -7, 99, 14, 1.1, 0.9, 7, -9, -2, 1.8
- Cc1ccc(-c2nnc(-c3cccs3)o2)cc1
    -1, 140*, 127, 8, 0.5, 0.9, -140, 48, 7, 5.5*
- Cc1ccc2cc(CCNC(=O)c3ccc(C)c([N+](=O)[O-])c3)c(=O)[nH]c2c1
    -13, -15, 101, 59*, 1, 0.4, 16, 4, -2, 1
- COc1ccccc1-c1n[nH]c(=S)o1
    -14, 12, 98, 16, 1.1, 0.8, -12, -6, -4, 1.1
- O=c1[nH]n(-c2ccc(Cl)cc2)c(=O)c(Cl)c1Cl
    0, x, 86, 9, 1, 0.9, x, -3, 6, 0.96
- O=C(O)C1CCN(C(=O)COc2ccc(Br)cc2)CC1
    -27, 6, 100, 3, 1, 1, -6, 3, 7, 1
- C=CCn1c(SCC(=O)Nc2cc(NC(C)=O)ccc2OC)nnc1-c1cccnc1
    -2, -1, 100, 6, 1, 0.9, 1, 2, 14, 1.3
- CCN(CC)S(=O)(=O)c1cc(F)ccc1OC
    7, -3, 106, 13, 1.1, 0.9, 3, -6, 7, 1.4
- COc1ccc(C(=O)CSc2nnc(C3CC3)n2N)cc1
    0, 5, 95, 14, 1.1, 0.9, -5, -8, -1, 1.1
- Cc1cn2nc(N)c3ccccc3c2n1
    -4, 0, 99, 8, 1, 0.9, 0, 0, 12, 1.1

# Exported as tab-separated lines: part of the list above
Compound	TLR4 MyD88 comp	APP 5'UTR act	STAT1 act	Diaph inh CS	FLuc stim CS	Diaphorase act	APP 5UTR inh	FLuc inhib CS	G6PDH counter	NF-kB expr up
Cc1ccc(S(=O)(=O)N2CCCCC2)cc1NC(=O)CSc1ncnc2ccccc12	-2	-7	96	24	1	0.8	7	-2	-8	1.3
O=C(NCc1ccco1)c1nc2nc(-c3cccs3)cc(C(F)(F)F)n2n1	-1	0	101	30	1.1	0.7	0	-7	2	0.9
N#CCCN1CCN(Cn2c3ccccc3c3ccccc32)CC1	-7	-7	99	14	1.1	0.9	7	-9	-2	1.8
Cc1ccc(-c2nnc(-c3cccs3)o2)cc1	-1	140*	127	8	0.5	0.9	-140	48	7	5.5*
Cc1ccc2cc(CCNC(=O)c3ccc(C)c([N+](=O)[O-])c3)c(=O)[nH]c2c1	-13	-15	101	59*	1	0.4	16	4	-2	1
COc1ccccc1-c1n[nH]c(=S)o1	-14	12	98	16	1.1	0.8	-12	-6	-4	1.1
O=c1[nH]n(-c2ccc(Cl)cc2)c(=O)c(Cl)c1Cl	0	x	86	9	1	0.9	x	-3	6	0.96
O=C(O)C1CCN(C(=O)COc2ccc(Br)cc2)CC1	-27	6	100	3	1	1	-6	3	7	1
C=CCn1c(SCC(=O)Nc2cc(NC(C)=O)ccc2OC)nnc1-c1cccnc1	-2	-1	100	6	1	0.9	1	2	14	1.3
CCN(CC)S(=O)(=O)c1cc(F)ccc1OC	7	-3	106	13	1.1	0.9	3	-6	7	1.4
COc1ccc(C(=O)CSc2nnc(C3CC3)n2N)cc1	0	5	95	14	1.1	0.9	-5	-8	-1	1.1
Cc1cn2nc(N)c3ccccc3c2n1	-4	0	99	8	1	0.9	0	0	12	1.1

# Next structures:
# Fields: TLR4 MyD88 comp, APP 5'UTR act, STAT1 act, Diaph inh CS, FLuc stim CS, Diaphorase act, APP 5UTR inh, FLuc inhib CS, G6PDH counter, NF-kB expr up
- CN1CCN(C2=C(Cl)C(=O)N(c3ccc(Cl)c(Cl)c3)C2=O)CC1
    -16, -7, 91, 12, 1, 0.9, 7, -4, 0, 1
- O=C(O)CC(SCC(=O)Nc1ccccc1)C(=O)O (centres undefined)
    8, 7, 98, -1, 1.1, 1, -7, -9, 12, 0.97
- COc1cccc(-c2csc(N3CCN(C(=S)Nc4cccc(C)c4)CC3)n2)c1
    4, -2, 92, 17, 1, 0.8, 2, -4, 9, 1.1
- N#CCSc1nc2ccccc2c(=O)n1CCC(=O)NC1CCCCC1
    2, 10, 94, 4, 1, 1, -10, -3, 2, 1.6
- CS(=O)(=O)N1CCC(C(=O)NCc2ccc3c(c2)OCO3)CC1
    -4, 0, 111, -4, 1, 1, 0, 0, 9, x
- Cn1c(N)c(C(=O)NCc2ccccc2Cl)sc1=S
    9, 17, 94, 5, 1, 0.9, -17, -2, 4, 1.1
- O=C(NC(NCC1CCCO1)C(Cl)(Cl)Cl)c1cccc2ccccc12 (centres undefined)
    -5, -10, 95, 15, 1, 0.9, 10, -3, -4, 1
- O=C(O)C1CC=CCC1C(=O)NC1CCCCC1 (centres undefined)
    10, -8, 102, x, 1, x, 8, -4, 6, 1.1
- Cc1ccccc1CNC(=O)C(=O)Nc1nccs1
    0, 4, 106, 13, 1.1, 0.9, -4, -7, 10, 1.1
- Cc1nnc2sc(SCc3ccc(Cl)cc3)nn2c1=O
    -3, 0, 103, 3, 1, 1, 0, -4, -12, 0.92
- NC(=O)COC(=O)c1ccc(Cl)c(S(=O)(=O)N(Cc2ccccc2)c2ccc(Cl)cc2)c1
    -4, -5, 101, 36, 1, 0.6, 5, -4, -4, 1.1
- O=C(Nc1cccc(NC(=O)c2ccc3c(c2)OCO3)c1)c1ccccc1
    -3, -1, 102, 1, 0.8, 1, 1, 15, 2, 1.3
- O=C(COc1cc(Cl)c(Cl)cc1Cl)NC(=O)NC1CCCC1
    -1, -45, 99, 17, 1, 0.8, 45*, -2, 6, 1.2
- CCCOC(=O)c1ccc(NC(=O)c2cn(CC)c3nc(C)ccc3c2=O)cc1
    9, -2, 108, 1, 1.1, 1, 2, -8, 9, 1
